# From PubChem BioAssay
# Y pestis TopoI: blocks Yersinia pestis topoisomerase I activity | Y. pestis Topo-I cleavage product accumulation, plate reader | activity, % at 10 µM | 360,000 tested, 0.064% active | AID 504884; in the data active = activity above about 50%, passing the limit was not always enough; note: inactives centre near 2
# GDH-TPI inh: inhibits GDH-TPI coupling enzymes, artifact for Mtb FBA screen | GDH-TPI coupled enzyme counterscreen, NADH absorbance | inhibition, % at 4.8 µM | 360,000 tested, 1.2% active; in the data active = inhibition above about 30%;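 note: 0% = DMSO wells and 100% = wells lacking the enzyme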
# FadD28 FP inh: blocks FadD28 binding to the bisubstrate probe; fluorescence polarization; inhibition, % at 12.5 µM; 360,000 tested, 0.22% active; AID 588549; in the data active = inhibition above about 8.5%, passing the limit was not always enough
# Mtb BioA inh: BioA (M. tuberculosis) enzyme inhibition; inhibition, % at 9.99 µM; AID 602481; 360,000 tested, 0.096% active; purified M. tuberculosis BioA enzyme, plate reader; in the data active = inhibition above about 40%
# FBA Mtb inh: inhibits M. tuberculosis FBA enzyme. inhibition, % at 1 µM. purified M. tuberculosis FBA, fluorescence read-out. 360,000 tested, 2.3% active; in the data active = inhibition above about 27%;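 note: 0% = vehicle and 100% = reference inhibitor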
# Target sequence (P9WQA3 whole entry, looked up): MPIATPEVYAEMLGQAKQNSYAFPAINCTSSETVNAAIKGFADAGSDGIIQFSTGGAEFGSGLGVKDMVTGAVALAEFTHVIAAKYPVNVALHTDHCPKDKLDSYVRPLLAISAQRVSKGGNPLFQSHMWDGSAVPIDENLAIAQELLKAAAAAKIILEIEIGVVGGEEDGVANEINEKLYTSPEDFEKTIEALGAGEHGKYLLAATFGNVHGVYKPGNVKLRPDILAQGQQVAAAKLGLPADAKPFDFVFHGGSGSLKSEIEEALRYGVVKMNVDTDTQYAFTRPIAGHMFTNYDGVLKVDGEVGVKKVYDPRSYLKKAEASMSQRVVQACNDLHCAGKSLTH
# TcdB GH inh: inhibitors of Clostridioides difficile toxin B glycohydrolase. P18177. TcdB glycohydrolase enzymatic assay, plate reader. inhibition, % at 9.99 µM. 350,000 tested, 0.24% active; in the data active = inhibition above about 10%
# UGM FP inh: inhibitors of M. tuberculosis UDP-galactopyranose mutase. 320,000 tested, 0.06% active. P9WIQ1. inhibition, % at 10 µM. purified UGM, fluorescence polarization probe displacement. AID 504406; in the data active = inhibition above about 10%, passing the limit was not always enough
# Target sequence (P9WIQ1 whole entry, looked up): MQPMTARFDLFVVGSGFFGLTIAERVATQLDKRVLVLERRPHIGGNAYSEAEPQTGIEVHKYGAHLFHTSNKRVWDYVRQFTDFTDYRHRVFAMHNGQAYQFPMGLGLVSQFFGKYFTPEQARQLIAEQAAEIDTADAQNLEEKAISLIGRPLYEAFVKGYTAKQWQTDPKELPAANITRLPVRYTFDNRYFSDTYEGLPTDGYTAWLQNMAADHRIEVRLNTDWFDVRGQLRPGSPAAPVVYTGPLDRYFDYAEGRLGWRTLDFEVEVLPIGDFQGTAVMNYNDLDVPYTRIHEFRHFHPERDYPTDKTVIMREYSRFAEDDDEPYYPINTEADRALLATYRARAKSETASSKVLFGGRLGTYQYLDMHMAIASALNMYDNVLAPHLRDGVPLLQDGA
# BH1578 lux ind: quorum light induction in luxS cqsA deficient V. cholerae | V. cholerae BH1578 lux reporter, luminescence, 6 h | activation, % at 18.7 µM | 350,000 tested, 0.16% active | AID 588436; in the data active = activation mostly above about 9.7%, no sharp cut-off; note: not every result past the cut was called active; inactives centre near 0; reference of the scale not given here
# PfHsp40 rescue: compounds rescuing yeast from Plasmodium falciparum HSP40 toxicity. S. cerevisiae expressing PfHsp40, growth rescue, ATP luminescence. growth rescue, % at 12.5 µM. 340,000 tested, 0.68% active. AID 504582; in the data active = growth rescue above about 28%, passing the limit was not always enough;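 note: yeast W303a lacking pdr1 and pdr3 grown in galactose medium; growth measured after three days at 30 °C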
# An asterisk follows results filed as active; i = inactive; . = no result given. The order is random; overall some 4.6% were active at least once.
# Order of results – Y pestis TopoI	GDH-TPI inh	FadD28 FP inh	Mtb BioA inh	FBA Mtb inh	TcdB GH inh	UGM FP inh	BH1578 lux ind	PfHsp40 rescue
> O=C1c2ccc(-c3ccc4c(c3)C(=O)N(CCCO)C4=O)cc2C(=O)N1CCCO
  -2	2	-2.2	1.5	36*	2.0	0.5	-0.8	0.1
> Cc1cccc(NC(=O)CSc2ccc(-c3ccco3)nn2)c1C
  8	17	-1.3	-1.1	2	.	-2.9	i	-0.7
> COc1ccc(NC(=O)CC2CC3CCC2C3)cn1 (configuration not stated)
  7	-3	-0.2	1.3	-2	0.6	-0.7	-0.2	0.2
> Cc1cccc(C)c1OCC(=O)N(Cc1ccc(Cl)cc1)C1CCS(=O)(=O)C1 (configuration not stated)
  14	-7	-5.2	1.7	1	-3.3	1.9	0.9	0.3
> CCc1cccc(CC)c1NC(=S)NCc1ccc2[nH]c(C)cc2c1
  -5	0	-1.8	-1.2	-1	1.8	-3.9	-0.2	-0.3
> COc1ccc(C(CNC(=O)C(Cc2ccccc2)NC(N)=O)N(C)C)cc1 (configuration not stated)
  5	5	-0.5	-2.1	-1	-0.3	-0.3	-1.2	0.9
> CC(C)(C)NC(=S)Nc1ccc(Br)cc1
  0	-8	-2.2	0.1	-1	.	-2.9	i	0.3
> Cc1cc(O)c(Sc2ccc(Cl)cc2)c(=O)[nH]1
  -1	8	-4.9	.	-3	0.6	3.1	-0.4	-1.5
> Cc1cc(C(=O)CCC(=O)N(C)CC(=O)Nc2c(Cl)cccc2Cl)c(C)s1
  7	-1	-2.3	-0.3	1	1.6	0.2	i	-0.5
> CCOC(=O)CSc1nc2cc(C(=O)N3CCC(C(N)=O)CC3)ccc2c(=O)n1C1CCCCC1
  14	9	0.3	.	1	0.8	0.3	-0.5	-0.2

# Whole records, quoted from the list.
# CCc1cccc(CC)c1NC(=S)NCc1ccc2[nH]c(C)cc2c1 reads Y pestis TopoI: -5; GDH-TPI inh: 0; FadD28 FP inh: -1.8; Mtb BioA inh: -1.2; FBA Mtb inh: -1; TcdB GH inh: 1.8; UGM FP inh: -3.9; BH1578 lux ind: -0.2; PfHsp40 rescue: -0.3
# Cc1cc(C(=O)CCC(=O)N(C)CC(=O)Nc2c(Cl)cccc2Cl)c(C)s1 reads Y pestis TopoI: 7; GDH-TPI inh: -1; FadD28 FP inh: -2.3; Mtb BioA inh: -0.3; FBA Mtb inh: 1; TcdB GH inh: 1.6; UGM FP inh: 0.2; BH1578 lux ind: i; PfHsp40 rescue: -0.5

# Additional entries.
# Order of results – Y pestis TopoI	GDH-TPI inh	FadD28 FP inh	Mtb BioA inh	FBA Mtb inh	TcdB GH inh	UGM FP inh	BH1578 lux ind	PfHsp40 rescue
> COc1cc(C)nc(N2CCCC(C(=O)Nc3cc(Cl)ccc3OC)C2)n1 (configuration not stated)
  21	4	-0.6	.	0	.	1.0	i	1.0
> COC(=O)C(Cc1cnc(Cl)s1)(C(=O)OC)c1ccc([N+](=O)[O-])cc1[N+](=O)[O-]
  0	-1	-0.9	-2.4	0	.	-0.7	-0.2	-0.6
> CCc1ccc(-c2nnn(CCC#N)n2)cc1
  -10	-3	-4.7	-2.1	-1	1.7	0.6	i	-1.6
> Cc1cccc(C)c1-n1nnnc1C(c1ccccc1OC(F)(F)F)N1CCN(C/C=C/c2ccccc2)CC1 (configuration not stated)
  .	.	-2.9	4.8	-4	-9.0	.	.	.
> Cn1c(=O)c2c(ncn2CC(=O)Nc2ccccc2Sc2ccccc2)n(C)c1=O
  2	-2	-1.4	3.0	1	.	4.3	i	-0.4
> O=C(COc1ccccc1Cl)NNC(=O)c1cc(S(=O)(=O)N2CCOCC2)ccc1N1CCCC1
  9	-3	-1.9	0.3	1	1.5	-0.8	-0.5	-2.0
> CCCOc1ccc(NC(=O)C2CCCNC2=O)cc1 (configuration not stated)
  -2	-1	-3.4	-0.2	2	.	0.2	i	-1.3
> COc1ccc(/C=C2/NC(=O)N(Cc3ccccc3F)C2=O)cc1OC
  10	-3	-4.2	.	1	-14	2.4	-0.9	-1.5
> Cc1ccc(C(=O)OCCN2CCN(c3ncc(C(F)(F)F)cc3Cl)CC2)cc1
  17	13	-1.3	-0.3	1	.	-1.2	i	1.0
> CC(=O)c1cc(C#N)c(N2CCN(C)CC2)nc1C
  4	6	1.0	.	-3	0.4	0.8	i	-0.6
> NS(=O)(=O)c1ccc(NC(=O)c2cc(Cl)sc2Cl)cc1
  -4	11	-2.2	0.4	-6	0.7	-2.1	-2.4	-1.3
> NC(=S)N/N=C/c1cccc(/C=N/NC(N)=S)c1
  -3	37*	0.3	.	-1	-0.4	3.5	-0.4	0.0
> Cc1cc(CN2CCC(N3CCC(C(=O)NC4CC4)CC3)CC2)cc(C)c1O
  3	4	0.4	-0.8	-1	1.1	1.5	i	-0.4
> CC1(C(=O)NS(=O)(=O)c2ccc(C#N)cc2)CCN1C(=O)CC1CC1 (configuration not stated)
  3	6	-0.5	-1.3	-3	0.0	.	i	.
> COc1ccc(C(=O)N2CCN(c3cccc(Cl)c3)CC2)c(OC)c1
  16	-1	-1.6	3.6	-2	.	0.5	0.0	0.9
> NC(=O)c1cc2ccncc2c2ccccc12
  -10	-2	-2.9	-0.4	0	0.5	-2.7	-0.6	2.1
> COc1ccc(N(C(=O)C2CCCCC2)C2C=CS(=O)(=O)C2)c(OC)c1 (configuration not stated)
  -2	-11	-3.3	0.2	-5	1.3	-1.2	-2.0	0.6
> COC(=O)C(C)Oc1ccc2c3c(c(=O)oc2c1)CCCCC3 (configuration not stated)
  3	30	-0.1	4.3	146*	.	-2.6	0.7	-0.2
> Clc1ccc(OCCn2cnc3ccccc32)c(Cl)c1
  32	4	-2.1	-0.4	-3	.	-1.2	6.7	28*
> CN(C)S(=O)(=O)c1cccc(-n2sc3ccccc3c2=O)c1
  3	-4	0.5	-2.8	2	-0.3	-1.0	i	7.0

# Look-ups from above:
# Y pestis TopoI, CC1(C(=O)NS(=O)(=O)c2ccc(C#N)cc2)CCN1C(=O)CC1CC1 (configuration not stated) reads 3
# Y pestis TopoI, CCCOc1ccc(NC(=O)C2CCCNC2=O)cc1 (configuration not stated) reads -2

# (more compounds)
# Order of results – Y pestis TopoI	GDH-TPI inh	FadD28 FP inh	Mtb BioA inh	FBA Mtb inh	TcdB GH inh	UGM FP inh	BH1578 lux ind	PfHsp40 rescue
> Cc1[nH]c2ccccc2c1C(=O)C(=O)N1CC=C(c2ccccc2)CC1
  10	16	-0.6	.	8	.	-2.8	-0.4	-1.0
> CCOC(=O)c1cn(Cc2cccc(C)c2)nn1
  -2	6	-1.4	.	0	0.7	1.0	-0.3	0.3
> Cc1cccc(OCC(=O)Nc2nnn(C)n2)c1C
  6	1	-2.9	-2.6	5	.	-0.3	i	12
> O=[N+]([O-])/C(C(Cl)=C(Cl)Cl)=C(/NC1CC1)Sc1ccccc1
  7	7	0.1	.	-4	0.6	-0.4	-0.1	-0.5
> O=C(C[C@H]1C(=O)N(CCc2ccccc2)C[C@@H]1Cc1ccccc1)Nc1ccc(Br)cc1
  47	3	-1.9	-0.3	0	1.4	.	-0.4	.
> CCOc1ccc(Nc2n[nH]c(=S)s2)cc1
  -5	12	0.6	.	1	1.3	0.3	0.6	-0.9
> CCCNc1nc2c(c(=O)n(C)c(=O)n2C)n1CCC(C)C
  8	12	-0.6	0.7	3	.	-0.6	.	0.3
> COC(=O)C1=C[C@@H](C(=O)OC)[C@@H]2C3=C(C(=O)[C@]2(C)NC(=O)c2ccccc2)[C@H](C)n2c(=O)n(-c4ccccc4)c(=O)n2[C@@H]3C1
  0	9	-3.0	-0.2	4	0.7	-0.5	i	0.4
> COc1ccc(N2C(=O)CC(Cc3ccccc3OC)C2=O)cc1 (configuration not stated)
  -1	7	-2.3	-0.8	-1	0.9	0.9	-0.4	-1.6
> CCCCCN(C(=O)COC(=O)CSc1ccc([N+](=O)[O-])cc1)c1c(N)n(CCCC)c(=O)[nH]c1=O
  12	4	-0.7	.	1	-4.9	1.4	i	1.5
> Cc1onc(-c2c(F)cccc2Cl)c1C(=O)Nc1ccccc1N1CCOCC1
  19	-6	-0.6	10	7	1.9	2.2	-0.5	-1.6
> O=C(CCc1n[nH]c(=O)[nH]c1=O)N1CCCCC1
  1	2	-1.0	-0.1	-2	1.5	3.7	-0.3	-0.9
> O=C(COc1ccccc1)N[C@@H]1c2ccccc2CC[C@H]1OCc1ccccc1
  48	-1	-0.5	-0.8	0	1.1	.	i	5.3
> Cc1ccc(NC(=O)CSc2nc3c(cc2C#N)C(=O)CCC3)cc1S(=O)(=O)N(C)C
  13	5	1.9	-1.2	1	2.9	3.3	-0.5	0.0
> C/C(N)=C(/C#N)C(=O)CSc1nc2scc(-c3ccc(F)cc3)c2c(=O)n1C
  -1	-1	0.2	.	-4	0.6	1.5	i	-1.3
> O=S(=O)(Cc1ccccc1)N1CCN(Cc2ccccc2)CC1
  -4	7	0.3	.	4	.	0.2	i	0.3
> O=C(O)c1ccc(Cn2cnc3cccnc32)cc1
  -1	-1	-0.1	4.5	6	0.2	1.3	i	0.0
> COc1ccc(NC2CCCN(C(=O)CCN3CCCC3=O)C2)cc1OC (configuration not stated)
  -6	-5	-0.9	0.2	0	-6.5	1.4	i	-0.5
> COc1cccc(C(=O)Nc2cccc3ccccc23)c1OC
  -5	7	0.2	-4.3	3	1.8	-0.7	-0.8	-0.4
> O=C(Cc1ccccc1)NNC(=O)Nc1ccc(Cl)c(Cl)c1
  -1	-5	-1.1	.	2	0.9	2.9	-0.3	-1.0
> Cc1cc(C)cc(NC(=O)NCc2c(-c3ccccc3)noc2C)c1
  -2	3	-2.1	.	5	-1.0	-5.0	0.7	-1.1
> C=CCN1C(=O)/C(=C\C(C)=C\c2ccccc2)SC1=S
  -1	6	-1.8	0.1	0	0.2	-0.6	0.7	-0.3
> S=P1(Oc2ccccc2)Nc2ccccc2N1
  7	2	-0.4	-0.9	2	1.0	.	0.9	-0.7
> O=C(NCC(c1cccnc1)N1CCN(c2ccccc2F)CC1)c1ccco1 (configuration not stated)
  5	-4	-0.5	0.2	1	0.1	1.7	-0.2	0.8
> COC(=O)c1oc2ccccc2c1-n1cccc1
  -3	14	-1.6	-1.0	6	.	2.3	0.3	2.7
> C=CCN(Cc1ccco1)S(=O)(=O)c1ccc(Cl)cc1
  11	7	0.8	0.4	0	0.7	0.0	-0.7	0.6
> Cc1nn(-c2ccccc2)c(C)c1C(=O)OCC(=O)N(C)C1CCS(=O)(=O)C1 (configuration not stated)
  -8	7	0.0	.	-1	-0.2	-4.8	-0.2	-0.9
> O=c1o[nH]c(-c2ccccc2)c1N=Nc1c(F)cccc1Cl
  -8	10	-2.9	0.1	-3	0.0	-1.0	i	0.0
> O=C(NC(Cc1nn[nH]n1)C(=O)OCc1ccccc1)OCc1ccccc1 (configuration not stated)
  8	14	-0.2	0.1	-2	2.6	.	i	.
> COc1cc(C2C(C#N)=C(C)NC3=C2C(=O)CC(C)(C)C3)ccc1OCCO (configuration not stated)
  -10	5	-4.5	-1.4	4	.	1.8	i	0.0
> CCOc1c(C)cnc2c1c(=O)n(Cc1cccc(Cl)c1)c(=O)n2C
  -7	6	-0.1	-1.9	7	1.8	-1.4	-0.1	1.5
> CCOc1ncccc1C(=O)OCC(=O)Nc1c(C)cccc1C
  2	10	-0.5	-0.6	2	.	-0.4	0.7	-0.3
> COC(=O)C(NC(=O)C(C)NC(=O)OCc1ccccc1)C(C)C (configuration not stated)
  5	-3	-1.1	.	0	0.8	-1.3	i	0.5
> CCCc1nc2ccccc2n1C(=S)SC
  3	-3	-2.3	.	1	1.0	-0.6	-1.4	-1.6
> NC(=O)c1ccccc1NC(=O)CCCc1ccccc1
  -4	7	-4.6	-0.5	0	1.4	-0.8	-0.3	0.5
> CN(CCO)CCOCCOc1cccc2ccccc12
  5	4	-2.2	.	1	0.7	-4.1	-2.1	-0.5
> CCc1ccc(S(=O)(=O)N/N=C\c2ccc3c(c2)OCO3)cc1
  7	16	0.7	-0.2	-1	0.2	0.3	0.4	0.1
> O=C(c1cccs1)N1CCN(Cc2cccnc2)CC1
  7	2	0.7	-0.9	1	.	1.7	-7.4	2.3
> C/C(=N\NC(=O)C(N)=O)c1cccc(C(F)(F)F)c1
  9	0	-1.0	-1.3	1	-2.1	0.7	-0.3	0.5
> C/C(=N\OCC(=O)Nc1ccccc1C(=O)O)c1cccs1
  4	9	-3.4	-0.6	-1	-3.0	0.4	0.1	-0.2
